TAG inh – triacylglycerol accumulation inhibition. H9c2 cells, Nile Red lipid (TAG) fluorescence; cells loaded with 200 µM oleic acid. 230,000 compounds, 0.66% hits. AID 651582. inhibition, % at 12.5 µM;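 active means pattern-corrected inhibition of lipid staining of at least 50% with the nuclear-stain viability signal not falling by more than 50%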;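 further: 0% = DMSO wells and 100% = triacsin C control wells; some results filed as inactive read as strong as hits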
TAG inh DAPI viability – recorded beside TAG inh, whose call it bears; DAPI nuclei signal change (viability), lower = more cytotoxic, %;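 whole-well DAPI fluorescence read on a plate reader as a viability signal; minus 50 percent equals half of cells still viable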
The depositor's hits bear a star. This is a subset (hit frequency here may not be typical).

For CC1(C(=O)O)CCN1C(=O)COc1ccc(Cl)cc1 (stereo not drawn) the results were TAG inh 5.4 and TAG inh DAPI viability 0.8.
For CCOc1cc2[nH]c(=S)n(CCN3CCCCC3CC)c(=O)c2cc1OCC (stereo not drawn) the results were TAG inh 25.5 and TAG inh DAPI viability 16.7.
Screening COCCNC(=O)c1ccccc1NC(=O)Nc1ccccc1 returned TAG inh -3.6 and TAG inh DAPI viability -2.1.
`O=c1cc(CSc2ccc(Cl)cc2)[nH]c2[nH]n(-c3ccccc3)c(=O)c12` gave TAG inh 9.8 and TAG inh DAPI viability -1.2.
CCSc1nnc(SCC(=O)Nc2cc(C)on2)s1 was read as TAG inh 12.0 and TAG inh DAPI viability 14.2.
Cc1nnc(SCC(=O)Nc2nccs2)n1C(C)C was read as TAG inh 5.5 and TAG inh DAPI viability 7.6.
For NC(c1csc(Nc2cnccn2)n1)C1CCCCC1 (stereo not drawn) the results were TAG inh 22.3 and TAG inh DAPI viability -3.5.
For Cc1cc(SCC#N)n2nc(C)c(-c3ccccc3)c2n1 the results were TAG inh 6.3 and TAG inh DAPI viability 6.5.
For O=C(CNC(=O)c1ccc(Br)o1)NCC(=O)OCc1ccccc1 the results were TAG inh -0.3 and TAG inh DAPI viability -1.8.
For COc1ccc(S(=O)(=O)N2CCN(CC(=O)N3CCOCC3)CC2)cc1OC the results were TAG inh 3.0 and TAG inh DAPI viability -8.5.

Next part, overlapping the part above by 3 compounds.
For Cc1cc(SCC#N)n2nc(C)c(-c3ccccc3)c2n1 the results were TAG inh 6.3 and TAG inh DAPI viability 6.5.
For O=C(CNC(=O)c1ccc(Br)o1)NCC(=O)OCc1ccccc1 the results were TAG inh -0.3 and TAG inh DAPI viability -1.8.
For COc1ccc(S(=O)(=O)N2CCN(CC(=O)N3CCOCC3)CC2)cc1OC the results were TAG inh 3.0 and TAG inh DAPI viability -8.5.
`COc1ccc(Cl)cc1-c1cc(C(=O)Nc2cc(OC)c(OC)c(OC)c2)[nH]n1` gave TAG inh 9.6 and TAG inh DAPI viability 2.9.
`COC(=O)c1ccc(C2C(C(C)=O)=C(O)C(=O)N2CCO)cc1` (stereo not drawn) gave TAG inh -2.0 and TAG inh DAPI viability -1.0.
O=C(Nc1ccc(O)cc1C(=O)O)c1cccs1 was read as TAG inh -12.9 and TAG inh DAPI viability -2.5.
CCOC(=O)c1[nH]c(C)c(C(=O)Nc2ccccc2C)c1C was read as TAG inh 54.4* and TAG inh DAPI viability -38.7*.
For O=Cc1c(NCc2ccco2)nc2ccccn2c1=O the results were TAG inh 19.1 and TAG inh DAPI viability -11.7.
For Cc1cccc(C)c1NC(=O)C(=O)NCCOc1ccc(Cl)cc1 the results were TAG inh -5.4 and TAG inh DAPI viability -3.2.
NC(=O)NC(=O)CSc1nc2sc(-c3ccccc3)cc2c(=O)n1-c1ccccc1 was read as TAG inh 15.3 and TAG inh DAPI viability -14.1.
CCN(CC)C(=O)CC(c1ccc(F)cc1)c1ccco1 (stereo not drawn) was read as TAG inh -45.5 and TAG inh DAPI viability 2.3.
CN(Cc1ccccc1)C(=O)N[C@@H](Cc1ccccc1)C(=O)O was read as TAG inh 8.0 and TAG inh DAPI viability 0.6.
Screening CCc1nnc(NC(=O)CSc2nc3cc(OC)c(OC)cc3cc2C)s1 returned TAG inh -8.3 and TAG inh DAPI viability 7.8.
Screening Cc1cc(NS(=O)(=O)c2ccc(NC(=O)CN3C(=O)NC(C)(c4ccccc4)C3=O)cc2)nc(C)n1 (stereo not drawn) returned TAG inh -13.2 and TAG inh DAPI viability 8.2.
`O=C(O)c1cccc(NC(=O)c2cccc(S(=O)(=O)Nc3cccc([N+](=O)[O-])c3)c2)c1` gave TAG inh -5.9 and TAG inh DAPI viability 1.3.
Screening O=C(Nc1ccncc1)C1CC1c1ccccc1 (stereo not drawn) returned TAG inh -20.9 and TAG inh DAPI viability 3.9.
`CC(C)(C)S(=O)N1Cc2cc(CO)cc(-c3ccccc3)c2[C@@H]1CCO` (stereo partly drawn) gave TAG inh -4.2 and TAG inh DAPI viability 4.3.
For O=S1(=O)CCC(=Nc2ccc(Cl)cc2)c2ccsc21 the results were TAG inh -4.7 and TAG inh DAPI viability -6.3.
CC(O)c1nc2ccccc2n1Cc1ccccc1 (stereo not drawn) was read as TAG inh 10.9 and TAG inh DAPI viability -8.1.
`CC(C)Oc1ccc(CN2CCC2(C)C(=O)NCc2cccc3ccccc23)cc1` (stereo not drawn) gave TAG inh -17.2 and TAG inh DAPI viability 3.3.
COc1ccc2nc(SCC(=O)Nc3ccccc3OC)[nH]c2c1 was read as TAG inh 14.2 and TAG inh DAPI viability -1.6.
CC(=O)N(CN1C(=O)c2ccc([N+](=O)[O-])cc2C1=O)c1cccc(C(=O)O)c1 was read as TAG inh 1.7 and TAG inh DAPI viability 3.8.
`COc1ccc(C(=O)NCCn2cc(SCC(=O)NCc3ccco3)c3ccccc32)cc1` gave TAG inh -17.1 and TAG inh DAPI viability 2.7.

An excerpt from above in order of formula weight, smallest number first.
Screening O=C(Nc1ccncc1)C1CC1c1ccccc1 (stereo not drawn) returned TAG inh -20.9 and TAG inh DAPI viability 3.9.
CC(O)c1nc2ccccc2n1Cc1ccccc1 (stereo not drawn) was read as TAG inh 10.9 and TAG inh DAPI viability -8.1.
For O=S1(=O)CCC(=Nc2ccc(Cl)cc2)c2ccsc21 the results were TAG inh -4.7 and TAG inh DAPI viability -6.3.
`CC(C)(C)S(=O)N1Cc2cc(CO)cc(-c3ccccc3)c2[C@@H]1CCO` (stereo partly drawn) gave TAG inh -4.2 and TAG inh DAPI viability 4.3.
`COc1ccc(C(=O)NCCn2cc(SCC(=O)NCc3ccco3)c3ccccc32)cc1` gave TAG inh -17.1 and TAG inh DAPI viability 2.7.

(next part)
For Cn1c2ccccc2c2cc(C(=O)NNC(=O)CCl)sc21 the results were TAG inh 4.7 and TAG inh DAPI viability -4.8.
For Cc1ccc(NC(=O)NCc2ccncc2)cc1Cl the results were TAG inh -52.2 and TAG inh DAPI viability -2.2.
`CCOC(=O)C1CCCN(Cc2cc(OC)c(O)c(OC)c2)C1` (stereo not drawn) gave TAG inh 1.6 and TAG inh DAPI viability -0.7.
COCCCn1c(=O)c2ccccc2c2ccccc2c1=O was read as TAG inh -7.8 and TAG inh DAPI viability 12.4.
For CCCCN(CCNP(=O)(OCC)OCC)CP(=O)(OCC)OCC the results were TAG inh -11.0 and TAG inh DAPI viability 2.2.
`CCOC(=O)C(=O)N1CCC(Cc2ccccc2)CC1` gave TAG inh -7.9 and TAG inh DAPI viability 6.2.
For O=S(=O)(Cc1ccccc1)Nc1ccccc1Br the results were TAG inh -7.6 and TAG inh DAPI viability -0.3.
`O=C(Cn1nc(-c2ccccc2)ccc1=O)NCCCN1CCOCC1` gave TAG inh 4.4 and TAG inh DAPI viability -3.9.
For CC(C)CN(C(=O)COC(=O)c1ccc(Br)cc1)c1c(N)n(Cc2ccccc2)c(=O)[nH]c1=O the results were TAG inh 23.1 and TAG inh DAPI viability -20.8.
For Cc1cccc(CSCC(=O)N2CCN(S(=O)(=O)c3ccccc3C#N)CC2)c1 the results were TAG inh -3.3 and TAG inh DAPI viability -2.6.
Oc1c(CN2CCOCC2)ccc2ccccc12 was read as TAG inh -8.1 and TAG inh DAPI viability 12.0.
Screening Cc1cc(C)cc(-n2ncc3c2CCCC3NC(=O)C2(C(N)=O)CC2)c1 (stereo not drawn) returned TAG inh -4.2 and TAG inh DAPI viability -5.3.
CC(C)CCN1CCN(Cc2cc(F)ccc2-n2cccn2)CC1CCO (stereo not drawn) was read as TAG inh 5.6 and TAG inh DAPI viability -1.1.
Screening O=C(OCc1c(-c2ccccc2)ncc2ccccc12)c1ccc(Cl)cc1Cl returned TAG inh -17.0 and TAG inh DAPI viability -3.0.
COc1ccccc1C(O)c1ncc(-c2cccc3ccccc23)[nH]1 (stereo not drawn) was read as TAG inh -5.0 and TAG inh DAPI viability -1.8.
C/C(=N\NS(=O)(=O)c1ccc(C)c([N+](=O)[O-])c1)c1cccs1 was read as TAG inh -8.8 and TAG inh DAPI viability -1.9.
Screening O=C(Nc1ccc(O)c2c(=O)cc(-c3cccc(Cl)c3)oc12)c1cccc(Cl)c1 returned TAG inh 18.8 and TAG inh DAPI viability -1.1.
Screening CCOC(=O)c1c(-c2ccc(C)o2)csc1NC(=O)CN1CCOCC1 returned TAG inh -18.1 and TAG inh DAPI viability 3.2.
Cc1ccc(S(=O)(=O)NC(=O)c2ccccc2F)cc1 was read as TAG inh 12.8 and TAG inh DAPI viability 4.0.
For C/C(=C\C(=O)O)C12CC3CC(CC(C3)C1)C2 the results were TAG inh -19.3 and TAG inh DAPI viability -3.0.
O=C1CCC/C=C\C[C@@H](CC(=O)N(CCO)Cc2ccccc2)C(=O)N[C@H](c2ccccc2)CO1 was read as TAG inh 18.4 and TAG inh DAPI viability -2.5.
`CC(CCc1ccccc1)NC(=O)N1CCOCC1` (stereo not drawn) gave TAG inh 12.6 and TAG inh DAPI viability -0.3.
CCCNC(=O)C1(C)CCN1C(=O)c1ccc(C(C)(C)C)cc1 (stereo not drawn) was read as TAG inh -6.6 and TAG inh DAPI viability 6.9.
O=c1cc(S(=O)(=O)Cc2ccccc2)[nH]c(=O)[nH]1 was read as TAG inh -12.4 and TAG inh DAPI viability 7.5.
Cn1c(CCC(N)=O)nnc1SCC(=O)Nc1ccccc1C(=O)NC1CC1 was read as TAG inh 7.7 and TAG inh DAPI viability -3.9.
For COc1ccc(CC(=O)Nc2ccc(-c3nnc(-c4ccc(C)cc4)o3)cc2)cc1 the results were TAG inh 59.2* and TAG inh DAPI viability 2.8*.
For CN(C)CCn1c(=S)[nH]c2ccc(Cl)cc2c1=O the results were TAG inh 14.8 and TAG inh DAPI viability 6.4.
Cc1ccc(OCCNS(=O)(=O)c2cccs2)cc1 was read as TAG inh -50.0 and TAG inh DAPI viability 2.4.
For N#Cc1c(N)n(CCOC(=O)c2cccc([N+](=O)[O-])c2)c2nc3ccccc3nc12 the results were TAG inh -7.2 and TAG inh DAPI viability 6.1.
Screening Nc1nnnn1/N=C/c1ccccc1Cl returned TAG inh 5.2 and TAG inh DAPI viability -5.1.
`O=C(CCSCc1ccccc1F)NCCc1ccccc1` gave TAG inh 8.0 and TAG inh DAPI viability -13.1.
Fc1ccccc1-c1cc2ccccc2cn1 was read as TAG inh 2.5 and TAG inh DAPI viability 6.8.
For Cc1ccc(Cl)c2c1=NC(=O)C=2c1[nH]c(=S)[nH]c1O the results were TAG inh 10.1 and TAG inh DAPI viability -10.9.
Screening CC(=O)c1ccc(OC2(C)CCN(CCOc3ccc(C)cc3)C2)cc1 (stereo not drawn) returned TAG inh 44.5 and TAG inh DAPI viability -59.1.
COCCCn1c(SCC(=O)Nc2ccc(C(=O)OC)cc2)nc2ccccc2c1=O was read as TAG inh 32.1 and TAG inh DAPI viability 3.5.
`COc1ccccc1Cn1cccc1C=O` gave TAG inh -11.2 and TAG inh DAPI viability 3.5.
`COc1ccc(NS(=O)(=O)c2ccc(NC(=S)NCC3CCCO3)cc2)cc1` (stereo not drawn) gave TAG inh 21.2 and TAG inh DAPI viability 4.6.
CCN1CCc2c(sc(NC(=O)c3ccc(C(=O)c4ccccc4)cc3)c2C(N)=O)C1 was read as TAG inh 24.2 and TAG inh DAPI viability 15.1.
Screening Cc1cccc(S(=O)(=O)N/N=c2\sc3ccccc3n2C)c1 returned TAG inh -13.2 and TAG inh DAPI viability -1.7.
For COc1cc(O)c(C(C)=O)c(OC)c1 the results were TAG inh -14.0 and TAG inh DAPI viability 1.9.
Screening CC(=O)c1ccc(OCCCC(=O)Nc2ccc(Cl)c(S(=O)(=O)N3CCOCC3)c2)cc1 returned TAG inh -16.8 and TAG inh DAPI viability -6.7.
For O=C(NC1=NCCS1)C1CCN(S(=O)(=O)c2ccc(Cl)cc2)CC1 the results were TAG inh -28.6 and TAG inh DAPI viability -0.5.
Screening CCN(C[C@H]1N[C@@](CC)(C(=O)OC)[C@H]2C(=O)N(Cc3ccccc3)C(=O)[C@@H]12)C(=O)COC returned TAG inh -0.5 and TAG inh DAPI viability -0.5.
Screening COc1ccccc1N1CCN(C(=S)Nc2ccccc2)CC1 returned TAG inh 8.2 and TAG inh DAPI viability -3.6.
Screening Cc1ccccc1NC(=O)C1CCCN(S(=O)(=O)c2cccc3cccnc23)C1 (stereo not drawn) returned TAG inh 13.0 and TAG inh DAPI viability -13.1.
CCOc1ccccc1N1CCN(C(=O)c2ccc(OCC(=O)N3CCOCC3)c(OC)c2)CC1 was read as TAG inh 3.5 and TAG inh DAPI viability -4.5.
For COc1ccc(OC)c(NC(=O)c2ccc(OC3CSC3)cc2)c1 the results were TAG inh -7.5 and TAG inh DAPI viability 4.5.
O=C1NCCN(Cc2ccc(F)cc2)C1CC(=O)N1CC=C(c2ccccc2)CC1 (stereo not drawn) was read as TAG inh -9.8 and TAG inh DAPI viability 1.1.
`C=CCN1C(=O)C(O)(CC(=O)c2ccccc2)c2ccccc21` (stereo not drawn) gave TAG inh 10.5 and TAG inh DAPI viability -15.2.
CSCCC(C(=O)N(C)CC(=O)Nc1cccc(F)c1)N1C(=O)c2ccccc2C1=O (stereo not drawn) was read as TAG inh 13.1 and TAG inh DAPI viability -6.7.
For C#CCOCCOCCOCCNc1nc(N2CCN(C(=O)[C@H](CC(N)=O)n3cc(C(N)[C@@H](C)CC)nn3)CC2)nc(N2CCN(C(=O)[C@H](CCCCN)n3cc([C@@H](N)CC(N)=O)nn3)CC2)n1 (stereo partly drawn) the results were TAG inh -6.3 and TAG inh DAPI viability 2.5.
Screening COc1ccccc1NC(=O)C1CCN(S(=O)(=O)c2cccs2)CC1 returned TAG inh -6.6 and TAG inh DAPI viability -4.8.
C=CCN1C(=O)c2ccc(C(=O)OCC(=O)N(CC)C3CCS(=O)(=O)C3)cc2C1=O (stereo not drawn) was read as TAG inh 3.6 and TAG inh DAPI viability 2.4.
For Cc1ccc(NC2=NCC(=O)N2Cc2ccccc2)c(C)c1 the results were TAG inh 8.9 and TAG inh DAPI viability -6.8.
CC1=C(C(=O)N2CCOCC2)CC(CC(=O)NCc2cccc3ccccc23)C(=O)N1CCC1=CCCCC1 (stereo not drawn) was read as TAG inh 20.7 and TAG inh DAPI viability -7.7.
